High-throughput results deposited in PubChem by Sanford-Burnham Center for Chemical Genomics.
697 NFkB inh = inhibitors of the PMA/ionomycin-induced NF-kB reporter in 697 B cells | 697 B-cell NF-kB luciferase reporter, 16 h | inhibition, % at 4 µM | 0.33% of 330,000 active | AID 435022; in the data active means inhibition above about 35%
Apaf1 inhib = human Apaf-1 inhibition | AID 489030 | inhibition, % at 20 µM | O14727 | 0.71% of 330,000 active | reconstituted apoptosome caspase-3 activity, DEVD-Rh110 fluorescence; active means inhibition of at least 40% at 20 µM;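 further: plate controls were DMSO wells for no effect and DEVD-CHO caspase inhibitor wells for full effect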
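System: reconstituted apoptosome with Apaf-1, cytochrome c, caspase-9, procaspase-3, dATP; Signal: Rh110 fluorescence intensity; Schedule: 30 min compound preincubation, 50 min activation, room temperature; Reagent: cytochrome c trigger plus (Z-DEVD)2-Rh110 caspase-3 substrate.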
Jurkat NFkB inh = lowers PMA/ionomycin-induced NF-kB signal in Jurkat cells; PMA/ionomycin-induced NF-kB luciferase reporter, luminescence; 0.53% of 330,000 active; inhibition, % at 4 µM; AID 435003
HKDC1 inh = blocks human hexokinase HKDC1 activity. recombinant HKDC1, G6PDH/diaphorase resazurin coupled fluorescence. inhibition, % at 20 µM. 0.16% of 340,000 active;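 active means inhibition above about 35% when tested at 20 µM, limit read from the data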;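 further: plate controls were DMSO wells with enzyme for no effect and DMSO wells lacking enzyme for full effect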
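System: Recombinant HKDC1 hexokinase | Amount: HKDC1 at 5 µg/mL | Reagent: Glucose with 1 mM ATP | Doses: Single 20 µM dose | Incubation: Reaction time 90 min, room temperature, protected from light | Signal: Coupled resazurin fluorescence, excitation 525 nm, emission 613 nm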
SENP7 inh = SENP7 protease inhibition. Q9BQF6. recombinant SENP7, Z-RLRGG-aminoluciferin luminescence, 40 min. inhibition, % at 5 µM. 1.5% of 330,000 active;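 active means inhibition above about 50% at the single test dose, limit read from the data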;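 further: plate controls were DMSO with enzyme for no effect and no enzyme buffer wells for full effect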
Target sequence (Q9BQF6 706-1050 limits assumed): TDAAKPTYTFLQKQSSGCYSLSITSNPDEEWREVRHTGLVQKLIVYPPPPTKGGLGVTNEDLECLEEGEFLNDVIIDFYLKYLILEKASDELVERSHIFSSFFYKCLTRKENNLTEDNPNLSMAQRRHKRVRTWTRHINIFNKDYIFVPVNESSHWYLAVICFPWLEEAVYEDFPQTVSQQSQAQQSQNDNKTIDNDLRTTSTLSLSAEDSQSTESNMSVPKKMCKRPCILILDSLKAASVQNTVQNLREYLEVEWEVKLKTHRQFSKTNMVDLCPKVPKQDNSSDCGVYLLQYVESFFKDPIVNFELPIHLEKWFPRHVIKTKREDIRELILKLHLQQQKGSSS
Gli-Sufu block = blocks Gli-Sufu signaling in a luciferase reporter; AID 588413; Sufu-KO-LIGHT fibroblasts, Gli luciferase reporter luminescence; 0.74% of 340,000 active; inhibition, % at 5 µM;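 active means inhibition above about 55%, limit read from the data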;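 further: 0% = DMSO-treated cells and 100% = wells with medium but no cells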
SENP8 inh = blocks the human protease SENP8. 1.2% of 330,000 active. inhibition, % at 10 µM. Q96LD8. AID 2540. purified SENP8, Z-RLRGG-aminoluciferin cleavage, luminescence
Target sequence (Q96LD8 whole entry, looked up): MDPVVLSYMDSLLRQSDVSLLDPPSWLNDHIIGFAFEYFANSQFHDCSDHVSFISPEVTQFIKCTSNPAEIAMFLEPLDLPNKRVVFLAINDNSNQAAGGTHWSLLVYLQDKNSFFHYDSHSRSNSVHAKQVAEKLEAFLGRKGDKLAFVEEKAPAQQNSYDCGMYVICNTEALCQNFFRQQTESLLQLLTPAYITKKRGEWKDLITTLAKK
UBC13 inh = blocks human UBC13 polyubiquitin chain formation | TR-FRET | inhibition, % at 20 µM | 0.47% of 330,000 active; in the data active means inhibition above about 45%, passing the limit was not always enough
Target sequence (P61088 whole entry, looked up): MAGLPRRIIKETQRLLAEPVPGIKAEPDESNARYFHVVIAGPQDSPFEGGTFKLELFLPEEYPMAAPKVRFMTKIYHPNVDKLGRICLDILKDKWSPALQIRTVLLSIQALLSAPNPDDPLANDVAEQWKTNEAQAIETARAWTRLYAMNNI
Active calls of the source: *; x = no result given. Unless noted, no stated cut-off is given here; in the data, active means inhibition above about 50%; inactive means the rest.

SMILES	697 NFkB inh	Apaf1 inhib	Jurkat NFkB inh	HKDC1 inh	SENP7 inh	Gli-Sufu block	SENP8 inh	UBC13 inh
CC(=O)Oc1cc(O)c2c(=O)c(OC(C)=O)c(-c3ccc(OC(C)=O)c(OC(C)=O)c3)oc2c1	-16	-1	-9	5	-2	6	8	0
Cc1ccc(OCC(=O)N/N=C\c2cccs2)c([N+](=O)[O-])c1	-20	5	-7	0	0	-21	10	-10
CCCC1NC(=S)N(C2CCCCC2)C1=O (centres undefined)	7	10	4	-3	1	-21	3	7
Cc1ccc(NC(=O)COC(=O)c2ccnn2C)cc1	7	-23	5	-9	-7	-6	-5	-3
COc1ccc(CNC(=O)CNC(C)c2ccc(F)cc2)cc1 (centres undefined)	2	1	1	-4	1	-1	-4	2
CC(C)C[C@H](NC(=O)N1CCn2c1nc1ccccc12)C(=O)N1CCCCC1	-36	9	9	-7	-4	11	-8	-4
Cc1nc2ccc([N+](=O)[O-])cc2s1	9	1	13	-4	3	-7	-4	3
COc1ccccc1Nc1nn2c(=O)c3ccc(C(=O)N4CCC(C)CC4)cc3nc2s1	-3	10	3	4	-1	-9	2	3
O=C(c1ccc(F)cc1)C1CCN(C(=O)Nc2ccccc2Cl)CC1	8	-1	0	-8	0	-3	3	12
CCN(Cc1ccccc1)C(=O)CN1C(=O)c2ccccc2C1=O	-10	6	-8	0	6	22	-4	-3
COC(=O)CCSc1cc(NCCOC(C)=O)c([N+](=O)[O-])c2nonc12	17	8	-8	21	12	0	-1	-26
CC(=O)Nc1n[nH]c(-c2ccc(C)cc2)c1C	7	-9	9	-13	3	-12	4	1
COc1cc(C2C(C(C)=O)=C(O)C(=O)N2c2ccc(Br)cn2)ccc1O (centres undefined)	-19	15	-11	1	-5	4	-4	-24
CCCCCSc1nc2c(c(=O)[nH]c(=O)n2C)n1CCc1ccccc1	-4	7	-1	-5	-4	12	7	8
O=C(CCc1nc2ccccc2[nH]1)Nc1ccc2c(c1)OCCO2	7	-13	-4	10	2	-3	5	-3
CC(=O)N/C(=C\c1ccccc1)C(=O)OCC(=O)NC1CCS(=O)(=O)C1 (centres undefined)	18	-13	8	-4	5	1	-2	2
C/C(CC(=O)Nc1ccc(Cl)cc1C(F)(F)F)=N\NC(N)=S	28	-10	3	-3	4	5	0	-4
COc1cnn(-c2cccc(C)c2)c(=O)c1Cl	13	0	-2	-3	-3	51	-3	-3
O=[N+]([O-])c1ccc(N/N=C/c2cccc(O)c2O)c(S(=O)(=O)N2CCOCC2)c1	-55	8	13	3	13	33	8	-24
CCCCN(C(=O)c1ccc(-c2ccc([N+](=O)[O-])cc2)o1)c1c(N)n(CCCC)c(=O)[nH]c1=O	-7	12	-1	-1	-9	-4	-5	-22
NC(=O)c1ccsc1NC(=O)CCc1ccccc1	-37	4	-37	-4	14	-11	-4	-2
Cc1cc(NC(=O)c2cccs2)ncc1NC(=O)C(C)(C)C	-113	-10	-94	-4	17	-48	11	1
O=C(c1ccc2ccccc2n1)N1CCN(S(=O)(=O)c2ccc(Cl)cc2)CC1	2	11	11	-7	1	3	7	4
CC(C)(C)NC(=O)NC(=O)COC(=O)CNC(=O)C1CCCCC1	0	-8	-3	-4	8	-8	0	2
Cc1cccc(CCNC(=O)c2cc(S(=O)(=O)N3CCCCC3)c[nH]2)c1	3	20	-2	-1	-2	3	-3	11
Cc1cccc(C(=O)NCC(=O)OCc2nnc(-c3ccccc3)o2)c1	8	1	8	-5	-6	-5	11	0
O=C(CCN1CCCC1)Nc1ccccc1	-4	7	4	-1	-9	3	-3	-6
CCCCn1c(O)c(N=NC(=O)c2ccncc2)c2cc(Br)ccc21	-16	6	-9	-6	0	-2	-9	-23
O=C(Nc1cc(Cl)ccc1Cl)c1ccc(-c2ccccc2)cc1	-17	-4	-33	-8	-3	-25	-6	1
COc1ccc(-c2cn[nH]c2C)cc1OC	-12	7	-7	-8	-9	-2	-4	1
CC(=O)CSc1nc2c(c(=O)[nH]c(=O)n2C)n1CCCc1ccccc1	-19	-3	-11	1	4	10	-2	-6
Cc1ccc(S(=O)(=O)N2CCN(c3ccc([N+](=O)[O-])c4cccnc34)CC2)cc1	-78	47*	-4	-3	2	7	-1	-38
C/C(CCC(=O)O)=N/Nc1ccc([N+](=O)[O-])cc1[N+](=O)[O-]	21	9	8	-13	-8	1	-13	-34
CCC(C)N(C(=O)CSc1nnc(-c2ccco2)n1C)C1CCS(=O)(=O)C1 (centres undefined)	25	-5	1	-3	-7	-3	-3	4
COc1ccc(CN2C(=O)c3cccnc3C2=O)cc1S(=O)(=O)N1CCOc2ccccc21	-12	-52	-14	-2	-7	7	-13	-6
COC(=O)[C@H](C)N(Cc1ccc(Cl)c(Cl)c1)S(=O)(=O)CCN1CCCC1	16	13	x	1	-2	5	x	x
O=C(CCCSc1nc2ccccc2[nH]1)NCc1ccccc1Cl	-1	-1	-1	-9	2	-2	-4	6
CC12CC3CC(C)(C1)CC(C(=O)NC(=S)N1CCCCC1)(C3)C2	-2	-4	3	-6	-5	2	6	7
CCN1CCN(C(=O)CN(CC)S(=O)(=O)c2ccc(Cl)cc2)CC1	15	-22	0	-10	4	8	-1	20
COc1ccc(OC)c(C2C(C(=O)Nc3cccnc3)=C(C)NC3=C2C(=O)CCC3)c1 (centres undefined)	-9	-7	7	9	2	2	2	4
COc1cccc(CNC(=O)Cn2cc3c(n2)CCCCC3)c1	-28	1	-16	-8	14	1	-10	-18
COc1ccccc1-c1nc(SCC(=O)Nc2ccccc2)n[nH]1	18	0	-2	16	10	3	-9	6
COC(=O)/C=C1\SC(=Nc2ccc(OC)cc2)NC1=O	17	10	6	-3	-5	0	-7	-23
CCCCC(SCC(=O)Nc1ccccc1)C(=O)O (centres undefined)	11	-5	4	3	1	-23	-7	-1
Cc1nn(C)c(Cl)c1CN1CCN(CC(C)C)C(CCO)C1 (centres undefined)	12	0	-5	-3	5	11	-3	-8
CN(c1ccccc1)S(=O)(=O)c1ccc(Cl)c(C(=O)Nc2ccccc2N2CCOCC2)c1	-16	22	15	1	-3	9	-1	0
CCN(C(=O)C1CCCN1S(=O)(=O)c1ccc2c(c1)n(C)c(=O)c(=O)n2C)c1ccccc1 (centres undefined)	10	-12	3	-3	-4	1	1	6
CCOC(=O)C(C)Sc1nc2c(cnn2-c2ccc(C)cc2)c(=O)[nH]1 (centres undefined)	-19	21	17	8	3	-3	4	0
CCOc1ccc(OCC)c(-c2c(=O)n(OCc3ccc(Cl)cc3)c3ccccc3[n+]2[O-])c1	13	-4	13	5	0	-21	0	0
CCC1CCCCN1CCCNC(=O)c1ccc2c(c1)c(C)c(C)n2C (centres undefined)	-51	25	-9	-2	-3	33	-9	8
CCc1nc(CNC(=O)c2cc(OC)c(OC)c(OC)c2)no1	3	-18	0	-1	4	0	8	-3
CCc1ccc(N(CC(=O)NC(C)C)C(=O)CCC(=O)Nc2ccccn2)cc1	-3	-6	-7	-3	3	20	5	3
Cc1ccc(S(=O)(=O)N(C)Cc2cc3cc(C)ccc3[nH]c2=O)cc1	-41	9	4	0	-7	1	16	10
Cc1nc2c(cc1N)nc(C)n2Cc1ccccc1	1	3	12	-10	-3	-13	2	2
O=C(CN1CCN(Cc2ccccc2Cl)CC1)N/N=C/c1ccccn1	-10	-23	24	-4	1	-27	-4	-6
O=C(Nc1ccc(S(=O)(=O)NCC2CCCO2)cc1)c1cnccn1 (centres undefined)	5	5	-6	-12	5	13	-5	-2
CCc1nnc2c(NCCc3ccccc3)nc3ccccc3n12	7	6	0	-30	6	12	-7	1
CC(=O)Nc1ccc(NC(=O)/C=C/c2ccc3c(c2)OCO3)cc1	12	2	-16	-12	7	-5	-1	2
N#C/C(=N\Nc1ccc(Cl)cc1)C(N)=S	-72	17	-14	4	-32	60*	16	-4
COc1ccc(-c2ccc(NC(=O)c3ccco3)cc2)nn1	-39	-5	-4	x	94*	-43	90*	2

Next part.
SMILES	697 NFkB inh	Apaf1 inhib	Jurkat NFkB inh	HKDC1 inh	SENP7 inh	Gli-Sufu block	SENP8 inh	UBC13 inh
CCCCn1c(O)c(N=NC(=O)c2ccco2)c2ccccc21	-10	1	4	0	-7	6	-5	-1
CC(=O)Nc1ccc(NC(=O)CSc2nc3nc(-c4cccs4)cc(C(F)(F)F)c3c(=O)[nH]2)cc1	24	-11	0	8	1	-1	6	-7
CCOC(=O)N1CCN(c2cc(=O)n(-c3ccc(OCC)cc3)c(=O)[nH]2)CC1	8	-13	4	-9	-6	1	-1	9
CCN(C(=O)C(C)Cl)c1ccccc1 (centres undefined)	-8	-2	7	-3	-5	-23	-6	-5
CC1=C(C(=O)N2CCCC(C(=O)c3cccc4ccccc34)C2)OCCO1 (centres undefined)	-12	0	-7	-2	-2	5	-2	2
Cc1ccc(-c2onc3ccc(C(=O)O)cc23)cc1	-56	4	52*	0	-4	-17	12	-1
Cn1c(=O)c2c(ncn2CC(=O)OCC(=O)Nc2ccccc2)n(C)c1=O	4	1	-14	-7	4	13	4	-4
Cc1ccc(CC(=O)Nc2cccc([N+](=O)[O-])c2)cc1	-11	-12	-4	-4	0	-30	1	7
Cc1nc2nc(C)c(NS(=O)(=O)c3ccc(CC(C)C)cc3)c(=O)n2[nH]1	-6	8	-7	-6	-7	35	-11	-6
CCOc1ccc(CN2CCN(Cc3ccc(C)o3)CC2CCO)cc1 (centres undefined)	4	-20	5	12	-2	11	-4	10
Cc1ccc(NC(=O)CN2CCN(Cc3ccccc3)CC2)cc1Cl	12	1	9	-1	3	-1	5	-2
COc1cccc(C(C(=O)NCC2CCCO2)N(C(=O)Cn2nnc3ccccc32)c2ccccc2C(C)=O)c1OC (centres undefined)	12	-1	-7	-6	-1	1	-9	1
CC1CCN(C(=O)CSc2nnc(-c3cccnc3)o2)CC1	1	12	-21	-5	-13	-1	-9	-4
Cc1nc2c(C)cccn2c1/C(O)=C1\C(=O)C(=O)N(CCN2CCOCC2)C1c1cccs1 (centres undefined)	-4	-8	2	-5	0	2	-4	2
CN(C)c1ccc(S(=O)(=O)NCC(=O)NCc2ccccc2)cc1[N+](=O)[O-]	8	1	0	-2	-1	0	-2	-4
CCCCCCNC(=O)CC(NS(=O)(=O)c1ccc(NC(C)=O)cc1)C(C)C (centres undefined)	7	-14	19	3	4	-6	-2	4
S=C(c1ccc(N2CCOCC2)cc1)N1CCOCC1	5	-2	-12	-10	-5	4	-5	-6

Rows were taken by chance; about 3.6% have a hit in one of these screens.
